Screening results (PubChem BioAssay)
A3A deaminase: APOBEC3A ssDNA deaminase inhibitors, primary screen, selectivity assay for APOBEC3G inhibitor project, biochemical, FAM/TAMRA oligo cleavage fluorescence | 0.41% of 330,000 active | DNA dC->dU-editing enzyme APOBEC-3A (Homo sapiens), P31941 | recombinant A3A, FAM/TAMRA ssDNA deamination fluorescence | inhibition, % at 20 µM;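 active = at least 40% inhibition at 20 µM here, with at most 30% in a related deaminase screen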;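 also: plate controls were A3A with DMSO for no effect and wells lacking A3A enzyme for full effect; some results filed as inactive read as strong as hits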
Target sequence (P31941 whole entry, looked up): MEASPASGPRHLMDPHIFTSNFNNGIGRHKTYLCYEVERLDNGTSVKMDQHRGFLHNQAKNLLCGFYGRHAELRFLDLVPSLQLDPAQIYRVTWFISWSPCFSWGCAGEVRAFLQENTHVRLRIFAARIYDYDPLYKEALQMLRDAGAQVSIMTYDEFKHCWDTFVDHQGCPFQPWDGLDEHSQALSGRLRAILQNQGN
EBI2 block: EBI2 receptor antagonists, beta-arrestin recruitment, primary screen, cell-based, luminescence, 7a,25-OHC stimulation, uHTS. G-protein coupled receptor 183 (Homo sapiens), P32249. 7a,25-OHC stimulated. inhibition, % at 5 µM. 0.81% of 360,000 active; in the data active = inhibition above about 38%;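 also: enzyme fragment complementation signal reports receptor beta-arrestin coupling in cells; 0% = agonist plus DMSO wells and 100% = wells without agonist; some results beyond the cut were filed as inactive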
CXCR6 inh: CXCR6 receptor inhibitors, primary screen, cell-based, beta-arrestin, luminescence, CHO-K1 PathHunter, 1536-well; inhibition, % at 20 µM; C-X-C chemokine receptor type 6 (Homo sapiens), O00574; AID 602244, 2012; 0.36% of 360,000 active; in the data active = inhibition above about 34%, passing the limit was not always enough;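 also: antagonist mode with CXCL16 agonist at 10 nM final; 0% = 10 nM CXCL16 with DMSO and 100% = unstimulated wells without agonist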
Target sequence (O00574 whole entry, looked up): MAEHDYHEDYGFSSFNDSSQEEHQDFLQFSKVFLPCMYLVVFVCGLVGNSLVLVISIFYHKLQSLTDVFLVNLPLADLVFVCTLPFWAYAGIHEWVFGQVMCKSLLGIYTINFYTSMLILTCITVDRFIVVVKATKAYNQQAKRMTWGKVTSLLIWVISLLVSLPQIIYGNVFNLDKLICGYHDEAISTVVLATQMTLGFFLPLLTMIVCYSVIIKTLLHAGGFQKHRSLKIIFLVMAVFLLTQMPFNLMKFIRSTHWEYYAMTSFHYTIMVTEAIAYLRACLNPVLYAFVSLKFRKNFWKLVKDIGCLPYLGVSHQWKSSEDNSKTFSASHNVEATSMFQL
MPTP block: mitochondrial permeability transition pore inhibitors, primary screen, biochemical, isolated mouse mitochondria, absorbance; Ca2+ swelling absorbance, 30 min; inhibition, % at 10 µM; 1.4% of 360,000 active; AID 602449, 2012;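 active = inhibition of 50% or more, scaled per plate between neutral and stimulator controls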;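 also: 0% = DMSO wells given calcium and 100% = 1 mM EGTA wells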
A3G deaminase: APOBEC3G DNA deaminase inhibitors, primary screen, biochemical, fluorescence, single-stranded DNA substrate, uHTS; 0.28% of 330,000 active; AID 493012, 2011; recombinant A3G, ssDNA deamination FAM/TAMRA fluorescence; DNA dC->dU-editing enzyme APOBEC-3G (Homo sapiens), Q9HC16; inhibition, % at 20 µM;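 active = inhibition of at least 40% at 20 µM, with no more than 30% in the related APOBEC3A deaminase screen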;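 also: plate controls were DMSO wells with A3G for no effect and wells lacking A3G enzyme for full effect; some compounds called inactive have numbers as strong as hits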
Gli-Sufu antag: Gli-Sufu pathway antagonists, primary screen, luciferase luminescence, Sufu-KO-LIGHT cells, uHTS; Sufu-KO-LIGHT fibroblasts, Gli luciferase reporter luminescence; inhibition, % at 5 µM; 0.74% of 340,000 active; AID 588413, 2011;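 active = inhibition above about 55%, limit read from the data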;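 also: 0% = DMSO-treated cells and 100% = wells with medium but no cells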
CCR6 antagonist: CCR6 receptor antagonists, primary screen, cell-based, CHO-K1, luminescence, beta-arrestin, uHTS | AID 493098, 2011 | 0.49% of 340,000 active | C-C chemokine receptor type 6 (Homo sapiens), P51684 | CHO-K1 CCR6 PathHunter beta-arrestin, CCL20-stimulated | inhibition, % at 20 µM;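 active = compounds whose inhibition of the agonist-driven luminescence signal at 20 µM reaches about 50%, limit read from the data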;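 also: cells stimulated with CCL20 at 14 nM final; plate controls were DMSO with CCL20 for no effect and DMSO without agonist for full effect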
Target sequence (P51684 whole entry, looked up): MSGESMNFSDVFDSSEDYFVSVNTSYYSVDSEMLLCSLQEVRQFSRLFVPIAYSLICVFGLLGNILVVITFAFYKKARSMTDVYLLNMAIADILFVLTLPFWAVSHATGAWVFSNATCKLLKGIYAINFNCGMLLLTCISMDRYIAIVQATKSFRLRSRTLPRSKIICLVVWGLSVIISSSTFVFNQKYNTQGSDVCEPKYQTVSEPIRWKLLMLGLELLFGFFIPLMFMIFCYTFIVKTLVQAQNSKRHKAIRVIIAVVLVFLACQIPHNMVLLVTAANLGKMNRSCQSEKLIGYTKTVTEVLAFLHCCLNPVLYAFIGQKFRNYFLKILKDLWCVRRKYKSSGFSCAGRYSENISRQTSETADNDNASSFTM
GRIN3A LBD mod: binders of NR3A ligand-binding domain, primary screen, biophysical, differential scanning fluorimetry, uHTS; Glutamate receptor ionotropic, NMDA 3A (GRIN3A) ligand-binding domain; NR3A LBD differential scanning fluorimetry, Tm shift; 0% = protein alone, 100% = glycine-bound protein; Tm shift relative to glycine control, % at 25 µM; 2.5% of 340,000 active;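 active = melting temperature shift of at least 10% of the positive control shift, at one fixed dose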
Active calls of the source: *; . = not tested or not shown.

SMILES	A3A deaminase	EBI2 block	CXCR6 inh	MPTP block	A3G deaminase	Gli-Sufu antag	CCR6 antagonist	GRIN3A LBD mod
COc1cc(OC)cc(C(=O)NCC(=O)OCC(=O)c2ccc3c(c2)-c2ccccc2C3)c1	-1	1	-1	2.7	2	-5	-2	-1
CCn1c(C)cs/c1=N\S(=O)(=O)c1ccccc1	-2	1	-8	-0.3	-2	-7	-14	-1
CCOc1cc(/C=N/NC(=O)c2cccnc2)ccc1OC(=O)c1ccco1	2	-2	2	-0.2	-4	-6	15	-1
CC1=CC2=NC(=O)CC(C)(C(=O)N(CC(=O)NC(C)(C)C)Cc3ccccc3)N2C=C1 (centres undefined)	-5	1	-6	-0.4	-12	2	7	0
O=C(COc1ccc(Cl)cc1Cl)Nc1nnc(C2=COCCO2)o1	6	2	-5	-2.7	-4	-35	-10	-2
CN(C)CCCNC(=O)c1cc(C(=O)c2ccc(F)cc2)c[nH]1	0	-11	-4	8.4	-1	3	-2	-2
COc1ccc(N(C(=O)CNC(=O)c2ccco2)C(C(=O)NC2CCCCC2)c2ccncc2)cc1 (centres undefined)	-4	2	6	-0.7	-9	2	3	1
Cc1ccccc1NC(=O)Cn1c(O)c(N=NC(=O)c2ccccc2O)c2ccccc21	.	7	16	1.6	.	0	30	-1
Cc1scc(C(=O)O)c1-c1c(C(=O)O)csc1C	-2	-9	3	0.0	-7	16	-5	2
CCc1c(C)[nH]c2ccc(OC)cc2c1=S	-4	7	9	-1.0	44*	2	10	4
COc1cc2c(cc1OC)CN(C(=O)c1ccco1)CC2	5	2	6	-2.8	6	2	6	2
COc1cccc(NC(=O)C(C)SCc2ccccc2)c1 (centres undefined)	1	0	2	0.7	-2	0	10	1
COc1cccc(/C=C2\Sc3ccc(C(=O)NCC4CCCO4)cc3N(C)C2=O)c1 (centres undefined)	-3	12	8	0.3	-8	5	9	-12
Cc1ccc(OCc2nnc(SCc3cc(=O)[nH]c4ccccc34)o2)cc1	4	15	5	1.3	-1	2	14	-2
O=C(c1cc(COc2c(F)cccc2F)on1)N1CCN(C2CCCCC2)CC1	-4	2	-7	1.7	-6	-9	12	-2
CCC(c1nnnn1C1CCCC1)N1CCC(C(N)=O)CC1 (centres undefined)	1	11	3	-2.3	-5	-4	-2	0
CC(C)NC(=O)CN1CCC(c2nc3ccccc3[nH]2)CC1	-4	5	5	-1.1	-8	5	-2	0
CCOC(=O)c1cc(-c2ccccc2)sc1NC(=O)CSc1nnc(N)s1	1	6	14	4.0	-3	-1	-12	-1
O=C(NC1(C(F)(F)F)NC(=O)N(c2ccccc2F)C1=O)c1ccncc1 (centres undefined)	-8	-3	0	-1.5	-6	3	-16	0
O=C(CNC(=O)c1ccc2c(c1)OCCO2)N=Nc1c(O)[nH]c2ccccc12	-1	5	4	-1.8	-5	-2	25	-1
CNC(=O)c1c(NC(=O)CCS(=O)(=O)c2ccc(F)cc2)sc(C)c1C	0	-19	-4	-0.9	-3	4	6	1
COc1cccc(N2CCN(C(=O)c3ccccc3SCC(=O)NCc3ccco3)CC2)c1	1	6	-4	-1.5	-3	-7	18	1
O=C1CC(=O)NC(SCC(=O)Nc2ccccc2[N+](=O)[O-])=N1	90	2	1	-0.1	56	-18	-1	-3
O=C(CN1C(=O)C2C3C=CC(C4CC34)C2C1=O)NCc1ccco1 (centres undefined)	-1	2	-3	-2.0	-3	4	3	-3
CCc1nc(N)c(C#N)c(-c2cccn2C)c1C	-6	0	2	1.2	-8	3	-1	5

Single records, from the list above. Order of screens: A3A deaminase | EBI2 block | CXCR6 inh | MPTP block | A3G deaminase | Gli-Sufu antag | CCR6 antagonist | GRIN3A LBD mod
O=C(c1cc(COc2c(F)cccc2F)on1)N1CCN(C2CCCCC2)CC1 reads -4 | 2 | -7 | 1.7 | -6 | -9 | 12 | -2
CC(C)NC(=O)CN1CCC(c2nc3ccccc3[nH]2)CC1 reads -4 | 5 | 5 | -1.1 | -8 | 5 | -2 | 0

The results go on.
SMILES	A3A deaminase	EBI2 block	CXCR6 inh	MPTP block	A3G deaminase	Gli-Sufu antag	CCR6 antagonist	GRIN3A LBD mod
O=C(NC1=NCCS1)c1cc(-c2cccs2)nc2ccccc12	9	0	12	0.0	9	-3	12	-2
O=[N+]([O-])c1cc(S(=O)(=O)N2CCCC2)ccc1O	0	-4	13	0.1	-11	-2	18	-1
O=c1[nH]c(-c2ccccc2)nc(CN2CCCCC2)c1O	.	-1	-1	0.0	.	-18	-2	-5
COc1ccc(CNC(=O)c2ccc(N(C)S(=O)(=O)c3ccc(C)cc3)cc2)cc1	-4	26	4	-0.1	-9	9	34	-4
NS(=O)(=O)c1ccc(NC(=O)COC(=O)c2cn(-c3ccccc3)nc2-c2ccc(F)cc2)cc1	-2	6	2	0.2	-5	-17	14	16*
Cc1ccc(C)c(-n2c(SCC(N)=O)nnc2-c2ccccn2)c1	-1	4	-1	-0.4	-1	-6	-3	1
COCCCN(C(=S)Nc1cc(Cl)cc(Cl)c1)C(C)c1ccccn1 (centres undefined)	-1	-18	-4	91*	-3	-2	3	-2
CC(=O)Nc1cccc(NC(=O)Nc2ccc(F)cc2F)c1	-7	3	5	5.1	-8	-15	6	6
Cc1ccc(-n2c(SCC(N)=O)nnc2-c2ccccn2)cc1C	-2	-7	-2	-4.7	-4	-10	17	-1
Cc1ccc(NC(=S)NC(=O)c2cccs2)cc1F	-1	-1	25	0.3	-4	-74	45	1
COc1ccc(CNC(=O)COC(=O)Cc2ccc(Cl)cc2Cl)cc1	0	6	8	1.9	-4	-18	15	3
O=C(NC(C(=O)N/N=C/c1cc([N+](=O)[O-])ccc1O)c1n[nH]c(=O)c2ccccc12)c1ccccc1 (centres undefined)	-4	9	5	-7.4	-6	-9	27	7
COC(=O)c1ccc(NC(=O)N(c2ccccc2)c2ccccc2)cc1	-5	0	5	-0.7	-5	1	5	2
C[C@@H]1CN(C(=O)c2nc3ccc(Cl)cn3c2CNCC[C@@H]2C[C@@H]3C=C[C@H]2C3)C[C@H](C)O1	-3	9	4	-1.2	-4	27	7	-2
COC(=O)c1sc(=S)n(Cc2ccccc2)c1C	-5	3	0	1.3	-8	-5	15	3
CC[C@H](C)C(N)c1cn(C(CCCN=C(N)N)C(=O)N2CCNCC2)nn1 (some centres undefined)	-1	-1	-1	-0.1	-4	-6	1	2
Cc1cc2occ(CC(=O)N(C)CC(=O)Nc3cccc(F)c3)c2cc1C	-1	-4	0	0.0	-3	-4	-7	-10
O=C(Nc1ccc2nc[nH]c2c1)c1ccco1	-4	2	0	5.9	-4	-23	1	-12
O=C(O)c1cc([N+](=O)[O-])ccc1C(=O)Nc1cccc([N+](=O)[O-])c1	-3	-7	-12	-0.7	-8	-13	13	2
CC(C)CC(=O)Nc1ccnn1C1CCN(C(=O)c2ccc(Cl)cc2F)CC1	-6	-13	-9	0.8	-1	22	-4	-2
Cc1cccc(NC(=O)N2CCC(NC(=O)c3ccco3)CC2)c1	2	-16	-10	0.4	0	6	9	0
O=S(=O)(NCCCc1ccccc1)c1ccccc1	-3	-7	-1	-0.5	-9	3	0	0
CN(C)c1cc[n+](CC(=O)Nc2cccc([N+](=O)[O-])c2)cc1	3	-1	-1	0.0	4	-5	10	-1
O=C(C1=C[C@@H](c2coc3ccccc3c2=O)C[C@@H](OCCCCO)O1)N1CCN(Cc2ccccc2)CC1	-5	-9	1	0.5	-3	20	-4	0
Cc1nn(C(C)(C)C)c(NC(=O)c2ccc(Cl)cc2)c1Br	1	2	-5	7.5	5	3	1	0
SMILES	A3A deaminase	EBI2 block	CXCR6 inh	MPTP block	A3G deaminase	Gli-Sufu antag	CCR6 antagonist	GRIN3A LBD mod
Cc1cccc(N(C(=O)c2snc(C(N)=O)c2N)C(C(=O)NCC2CCCO2)c2c[nH]c3ccccc23)c1 (centres undefined)	-2	11	5	0.0	-10	-42	8	-1
COC(=O)[C@H](Cc1ccccc1)NC(=O)N1CCCCC1C (some centres undefined)	0	-9	2	1.3	-6	2	-6	0
Cc1ccc(NC(=O)COC(=O)c2cc(Cl)ccc2[N+](=O)[O-])c(C)c1	-1	-12	-12	0.0	-7	4	-10	6
Cc1cc(=O)[nH]c(SCC(=O)Nc2ccc(N3CCCCC3)cc2)n1	3	-3	6	0.0	2	-5	-4	2
O=C(c1cnn(C(=O)c2ccccc2)c1)c1ccccc1O	-2	2	-22	0.8	-6	-5	-20	0
O=C(Nc1ccccc1Cl)C1C2CCCCC21 (centres undefined)	.	-5	-13	-1.1	.	-1	10	-1
COc1cc(-c2nnc(SCC(=O)Nc3ccc4c(c3)OCCO4)o2)cc(OC)c1OC	-3	0	-10	1.7	-11	-4	-2	7
COc1ccccc1CNC(=O)COC(=O)C1CCN(c2ccc(C(F)(F)F)cn2)CC1	8	3	4	-1.6	-5	-3	16	-7
CCN(CC)C(=O)c1sc(NC(=O)C(Sc2ccccc2)c2ccccc2)c(C(=O)OC(C)C)c1C (centres undefined)	0	20	19	0.4	-3	17	27	6
CCOc1ccc(NC(=S)N/N=C(\C)Cc2ccc(OC)cc2)cc1	-2	26	-5	-0.9	-9	2	-17	1
CCN(CC)c1ccc(S(=O)(=O)N2CCOCC2)cc1NS(C)(=O)=O	-4	-7	-4	0.0	-6	-5	-10	1

At a glance, 13 of the compounds above.
SMILES	A3A deaminase	EBI2 block	CXCR6 inh	MPTP block	A3G deaminase	Gli-Sufu antag	CCR6 antagonist	GRIN3A LBD mod
Cc1ccc(OCc2nnc(SCc3cc(=O)[nH]c4ccccc34)o2)cc1	4	15	5	1.3	-1	2	14	-2
O=C(c1cc(COc2c(F)cccc2F)on1)N1CCN(C2CCCCC2)CC1	-4	2	-7	1.7	-6	-9	12	-2
CCC(c1nnnn1C1CCCC1)N1CCC(C(N)=O)CC1 (centres undefined)	1	11	3	-2.3	-5	-4	-2	0
CC(C)NC(=O)CN1CCC(c2nc3ccccc3[nH]2)CC1	-4	5	5	-1.1	-8	5	-2	0
CCOC(=O)c1cc(-c2ccccc2)sc1NC(=O)CSc1nnc(N)s1	1	6	14	4.0	-3	-1	-12	-1
O=C(NC1(C(F)(F)F)NC(=O)N(c2ccccc2F)C1=O)c1ccncc1 (centres undefined)	-8	-3	0	-1.5	-6	3	-16	0
O=C(CNC(=O)c1ccc2c(c1)OCCO2)N=Nc1c(O)[nH]c2ccccc12	-1	5	4	-1.8	-5	-2	25	-1
CNC(=O)c1c(NC(=O)CCS(=O)(=O)c2ccc(F)cc2)sc(C)c1C	0	-19	-4	-0.9	-3	4	6	1
COc1cccc(N2CCN(C(=O)c3ccccc3SCC(=O)NCc3ccco3)CC2)c1	1	6	-4	-1.5	-3	-7	18	1
O=C1CC(=O)NC(SCC(=O)Nc2ccccc2[N+](=O)[O-])=N1	90	2	1	-0.1	56	-18	-1	-3
O=C(CN1C(=O)C2C3C=CC(C4CC34)C2C1=O)NCc1ccco1 (centres undefined)	-1	2	-3	-2.0	-3	4	3	-3
CCc1nc(N)c(C#N)c(-c2cccn2C)c1C	-6	0	2	1.2	-8	3	-1	5
O=C(NC1=NCCS1)c1cc(-c2cccs2)nc2ccccc12	9	0	12	0.0	9	-3	12	-2

Rows were taken by chance (roughly 5.8% active in at least one column).
